Source: PubChem BioAssay (Broad Institute)
RAD54 inh: inhibitors of human RAD54 branch migration. Q92698. inhibition, % at 10.4 µM. RAD54 Holliday junction branch migration, FAM/BHQ fluorescence. actives 0.14% (n = 360,000). AID 602329;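 active = mean normalized replicate activity at least 40 and at least half of replicates scoring 40 or more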;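 also: 0% = median of neutral control wells and 100% = median of positive control wells; inhibitors cause a drop in the FAM fluorescence signal; in these data hits start at about 50%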
PglD DTNB: PglD (C. jejuni) enzyme inhibition; actives 0.098% (n = 360,000); AID 602405; inhibition, % at 12.5 µM; purified PglD enzyme, DTNB colorimetric CoA detection; in the data active = inhibition above about 16%, passing the limit was not always enough; also: strong numbers were not always called active
ERAP1 HTS inh: ERAP1 (human) enzyme inhibition; Q9NZ08; recombinant ERAP1, Leu-AMC fluorescence, 60 min; inhibition, % at 10.7 µM; actives 0.15% (n = 340,000); AID 652197;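 active = mean replicate inhibition of at least 30%, or all replicates individually reaching that 30% level; inactive = mean below 30% and not every replicate reaching it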;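 also: 0% = neutral control wells and 100% = L-leucinethiol positive control wells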
RAD52 anneal inh: RAD52 (human) annealing inhibition; P43351; recombinant RAD52 DNA annealing, FRET fluorescence; inhibition, % at 18.7 µM; actives 0.46% (n = 360,000); AID 651710;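 active = every replicate showing at least 50% inhibition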
Target sequence (P43351 whole entry, looked up): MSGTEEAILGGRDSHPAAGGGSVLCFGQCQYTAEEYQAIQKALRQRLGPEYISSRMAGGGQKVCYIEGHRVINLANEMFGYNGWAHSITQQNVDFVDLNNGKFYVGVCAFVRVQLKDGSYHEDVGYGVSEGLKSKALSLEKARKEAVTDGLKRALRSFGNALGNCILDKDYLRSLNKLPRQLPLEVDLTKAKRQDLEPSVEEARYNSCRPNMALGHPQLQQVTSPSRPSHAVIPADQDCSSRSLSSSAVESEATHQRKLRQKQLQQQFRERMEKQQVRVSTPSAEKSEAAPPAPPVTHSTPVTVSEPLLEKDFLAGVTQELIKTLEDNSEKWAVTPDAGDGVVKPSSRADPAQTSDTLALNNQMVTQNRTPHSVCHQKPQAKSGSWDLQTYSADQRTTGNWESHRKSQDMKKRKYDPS
Cneo AK release: causes C. neoformans cell lysis; adenylate kinase release luminescence, 4 h; normalised: neutral wells 0, clomiphene wells 100; lysis activity, % at 15 µM; actives 0.2% (n = 360,000);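 active = mean lysis activity across replicates of at least 80%, whatever share of replicates individually reach that level; inactive = mean lysis activity below 80%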
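Schedule: static 4 h at 37 °C with compound, 1 h detection; system: C. neoformans cells; benchmarks: Clomiphene as positive control; buffer or medium: fresh YPD medium; measure: luminescence rise reflecting yeast cell lysis; measured by: luminescent adenylate kinase detection reagent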
PGC1a acetyl inh: modulators of PGC1a acetylation | U2OS PGC1a acetylation, AlphaScreen anti-acetyl-lysine; with virally co-expressed GCN5 acetyltransferase | inhibition, % at 15.6 µM | actives 0.17% (n = 350,000) | AID 651687;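 active = every replicate shows inhibition of at least 40%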;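 also: 0% = neutral control wells and 100% = positive control wells; some results beyond the cut were filed as inactive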
miR-122 sensor: miR-122 inhibition in Huh7 cells | Huh7 miR-122 Renilla luciferase sensor, 48 h; neutral wells = 0, positive control = 100 | activation (reporter increase), % at 12.5 µM | actives 0.3% (n = 340,000) | AID 602342;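 active = mean replicate activation score at least 90 and every replicate individually at or above 90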;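 also: higher luciferase means less miR-122 activity so hits act as miR-122 inhibitors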
E-sel inducer: E-selectin induction on HUVECs. activation, % at 7.58 µM. actives 0.37% (n = 260,000). P16581. HUVEC E-selectin immunofluorescence imaging; normalized: neutral wells 0, TNF-alpha wells 100;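 active = mean E-selectin-positive cell signal at least 10% of the positive control, reached in at least 60% of replicates, without over 20% cell loss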;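 also: in these data hits start at about 27%; measured in HUVEC primary endothelial cells; signal is the percent of cells scored E-selectin positive by PE staining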
Target sequence (P16581 whole entry, looked up): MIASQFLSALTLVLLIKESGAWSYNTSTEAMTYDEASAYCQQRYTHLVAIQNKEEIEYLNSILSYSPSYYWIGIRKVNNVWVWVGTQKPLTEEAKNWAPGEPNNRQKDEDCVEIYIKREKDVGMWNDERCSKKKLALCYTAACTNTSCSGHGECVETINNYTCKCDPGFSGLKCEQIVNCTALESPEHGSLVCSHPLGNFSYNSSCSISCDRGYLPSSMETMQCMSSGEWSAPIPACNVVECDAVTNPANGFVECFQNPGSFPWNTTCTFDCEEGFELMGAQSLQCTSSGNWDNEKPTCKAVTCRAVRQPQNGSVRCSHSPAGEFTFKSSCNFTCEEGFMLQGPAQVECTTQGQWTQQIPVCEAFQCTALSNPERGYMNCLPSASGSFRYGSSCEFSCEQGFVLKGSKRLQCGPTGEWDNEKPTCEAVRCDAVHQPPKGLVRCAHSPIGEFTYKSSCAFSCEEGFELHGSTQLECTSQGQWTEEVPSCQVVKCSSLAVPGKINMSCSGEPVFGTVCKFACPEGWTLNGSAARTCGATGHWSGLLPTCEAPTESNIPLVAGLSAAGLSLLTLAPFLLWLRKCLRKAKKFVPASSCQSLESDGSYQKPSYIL
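Test system: HUVEC | Signal: Immunofluorescence imaging | Read-out: Percent E-selectin-positive cells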
Numbers without * were called inactive; . = no result given; & = joins results of further samples; [ ] = dose if it differs, or a comment.

SMILES	RAD54 inh	PglD DTNB	ERAP1 HTS inh	RAD52 anneal inh	Cneo AK release	PGC1a acetyl inh	miR-122 sensor	E-sel inducer
O=C(C1COc2ccccc2O1)N1CCc2ccccc21 (configuration not stated)	1	-2	.	.	0	18	-4	.
S=c1ncc2[nH]c(=S)[nH]c2[nH]1	4	-2	4	4	-1	-13	-2	.
Cc1noc(C)c1NC(=O)Nc1ccc2c(c1)C(=O)N([C@@H](C)CO)C[C@H](C)[C@H](CN(C)S(=O)(=O)c1cn(C)cn1)OCCCC[C@@H](C)O2	-1	-1	4	-6	-3	0	6[16.7 µM]	-0.1
Cc1ccc(-c2cn(-c3ccccc3)c3[n+]2CCCS3)cc1	-6	0	-1	-2	2	2	-8	0.8
CCOC(=O)C1CCN(c2ncnc3c2cnn3-c2ccc(OC)cc2)CC1	1	-1	2	-3	.	5	-5	.
CN1CCN(C(=O)CCN2C(=O)/C(=C\c3ccc(Cl)cc3)SC2=S)CC1	-3	2	.	.	-1	14	8	.
Cc1cc(/C=C(\C#N)C(N)=O)c(C)n1-c1ccc(N2CCOCC2)c([N+](=O)[O-])c1	-11	2	.	.	-3	3	-9	.
Cn1nnnc1SCC(=O)Nc1cc(C(F)(F)F)ccc1N1CCOCC1	6	10	-1	-4	-3	-18	-2	-0.1
CCC(=O)NC1=C(NC(C)c2ccccc2)C(=O)c2ccccc2C1=O (configuration not stated)	-10	-2	.	.	2	13	4	.
COc1ccc(C(=O)NC(C(=O)OCC(=O)Nc2sccc2C(N)=O)C(C)C)cc1 (configuration not stated)	-6	-3	-2	-22	0	-7	.	-0.5
CS(=O)(=O)N(CC(=O)N1CCCC1)Cc1ccc(F)cc1	-9	1	0	-12	4	3	-8	.
COc1ccccc1CN1CC2(C1)[C@H](c1ccccc1)[C@H](CO)N2Cc1ccccc1	.	.	-1	-100	.	-27	.	0.6
Cn1cnc(S(=O)(=O)N[C@H]2CC[C@@H](CC(=O)NCC3CCCCC3)O[C@H]2CO)c1	1	2	3	-4	46	-1	.	0.0
CC(C)(C)c1nnc(NC(=O)c2cccnc2)s1	-11	6	0	-16	9	1	-2	0.3
Cc1cccc(NC(=O)N2CCc3ccccc3C2)c1C	-8	-2	-2	-15	0	-4	0	0.0
O=C(NC1CCCCC1)N1CCN(c2ccc(Cl)cc2)CC1	5	4	-5	1	0	-5	-1	3.7
Cc1nn(C(C)C)c(C)c1[C@@H]1C[C@H]2CN(Cc3cccc(Cl)c3)C(=O)[C@]23CCCN13	.	-4	-3	-56	0	0	-1	.
Cc1ccc2c(c1)N(CC(=O)N1CCCC1)C(=O)c1cccnc1O2	5	-5	-1	1	2	7	-2	.
Cc1cc2oc(=O)cc(CN3CCOCC3)c2c(C)c1Cl	-21	-5	-2	-13	1	-7	-9	1.4
COc1cc(NC(=O)c2ccc3c(c2)C(=O)N(CCC(C)C)C3=O)c(C(=O)O)cc1OC	-5	6	-1	-4	-3	-12	1	.

Structures shown so far with fluorine (2):
SMILES	RAD54 inh	PglD DTNB	ERAP1 HTS inh	RAD52 anneal inh	Cneo AK release	PGC1a acetyl inh	miR-122 sensor	E-sel inducer
Cn1nnnc1SCC(=O)Nc1cc(C(F)(F)F)ccc1N1CCOCC1	6	10	-1	-4	-3	-18	-2	-0.1
CS(=O)(=O)N(CC(=O)N1CCCC1)Cc1ccc(F)cc1	-9	1	0	-12	4	3	-8	.

An excerpt from the list above:
SMILES	RAD54 inh	PglD DTNB	ERAP1 HTS inh	RAD52 anneal inh	Cneo AK release	PGC1a acetyl inh	miR-122 sensor	E-sel inducer
COc1ccc(C(=O)NC(C(=O)OCC(=O)Nc2sccc2C(N)=O)C(C)C)cc1 (configuration not stated)	-6	-3	-2	-22	0	-7	.	-0.5
CS(=O)(=O)N(CC(=O)N1CCCC1)Cc1ccc(F)cc1	-9	1	0	-12	4	3	-8	.
COc1ccccc1CN1CC2(C1)[C@H](c1ccccc1)[C@H](CO)N2Cc1ccccc1	.	.	-1	-100	.	-27	.	0.6

Additional records
SMILES	RAD54 inh	PglD DTNB	ERAP1 HTS inh	RAD52 anneal inh	Cneo AK release	PGC1a acetyl inh	miR-122 sensor	E-sel inducer
CN(C)S(=O)(=O)c1cccc(NC(=O)c2cccc(S(=O)(=O)N3CCc4ccccc43)c2)c1	11	0	2	-17	1	-15	-4	.
COc1cc(NC(=O)CSc2nc3[nH]c(=O)cc(O)c3s2)cc(OC)c1OC	-12	6	1	-153	1	-1	1	.
COc1ncc(C2=CC(=O)CC(C)(C)C2)cn1	-9	3	0	-1	-1	7	-5	-0.1
CC(C)(O)[C@@H]1[C@@H]2C[C@@]3(CC[C@]4(C)C(CCC5[C@@]6(C)CC[C@H](O)C(C)(C)C6CC[C@]54C)[C@@H]13)C(=O)O2 (some centres not stated)	0	-2	.	.	0	-19	4	.
O=C(CCl)Nc1ccc(S(=O)(=O)NC2=NCCCCC2)cc1	-12	-1	1	15	-1	3	-5	-1.7
CCN1CCN(Cc2cc(=O)oc3ccc(Cl)cc23)CC1	23	-4	.	.	-3	4	0	.
C[C@@H]1CCCCO[C@H](CN(C)S(=O)(=O)c2cn(C)cn2)[C@H](C)CN([C@@H](C)CO)C(=O)c2cc(NS(=O)(=O)c3cccs3)ccc2O1	-7	1	1	8	0	-7	7[16.7 µM]	0.1
C[C@@H](O)C#Cc1ccc2c(c1)O[C@@H](CN(C)C(=O)Nc1ccccc1)[C@@H](C)CN([C@@H](C)CO)S2(=O)=O	7	0	1	1	0	6	-7[16.7 µM]	0.0
COc1ccc(NC(=O)CCCNC(=O)Cn2cnc3sc4c(c3c2=O)CCCC4)c(OC)c1	8	3	-1	-4	-1	.	.	.
CCN(CC(=O)Nc1c(F)cccc1F)C(=O)c1ccc(N2CCCCC2)c([N+](=O)[O-])c1	6	-3	-1	-6	3	.	4	-3.1
O=C(CCc1nnc(-c2ccccc2)o1)NCc1c(F)cccc1F	.	.	-4	-3	.	3	.	-0.6
COCCNC(=O)[C@H]1[C@H](CO)[C@H]2Cn3c(cccc3=O)[C@H]2N1Cc1ccccc1OC	.	.	0	-11	.	9	.	-0.1
COCC(C)n1c(SCc2ccc(C(=O)OC)cc2)nc2ccccc2c1=O (configuration not stated)	-5	5	-4	-16	1	1	8	.
O=C(N[C@H]1CC[C@H](CCNS(=O)(=O)c2cccc(Cl)c2)O[C@H]1CO)c1ccc(F)cc1	-4	4	4	-13	7	2	.	-0.1
COc1cccc(/C=N/n2c(C3CCCCC3)n[nH]c2=S)c1OC	-8	-2	0	-13	0	.	.	0.1
O=C(C1CCC1)N1CC(=O)N2[C@H](CO)[C@H](c3ccc(C#Cc4cccc(F)c4)cc3)[C@@H]2C1	.	.	0	8	.	-8	.	0.0
CCOC(=O)N1CCN(C(=O)COc2ccc(Br)cc2)CC1	0	-7	.	.	-2	-4	-3	.
Cc1ccc(Cl)cc1-c1cc(C(=O)NCc2ccco2)[nH]n1	12	-2	0	-10	-8	0	11	-0.1
COc1ccc(-c2oc(NC(C)=O)c(C#N)c2-c2ccc(OC)cc2)cc1	3	6	.	.	-2	-3	-9	.
CC(=O)Nc1ccc2c(c1)C(=O)N(C)[C@H]1CC[C@@H](CC(=O)NCCCN3CCOCC3)O[C@@H]1CO2	1	2	2	1	-2	6	-17[16.7 µM]	0.4
CCCCC12CN3CC(C)(CN(C1)C31C(=O)N(C)c3ccc(C)cc31)C2=O (configuration not stated)	6	6	.	.	11	-4	1	.
CCCNC(=O)N1[C@@H](CO)[C@H](c2ccccc2)[C@@H]1CNC(C)=O	-1	-3	0	-5	0	7	-12[16.7 µM]	0.2
COCCNC(=O)C[C@@H]1C[C@H]2c3cc(NC(=O)C4CCOCC4)ccc3O[C@H]2[C@H](CO)O1	-10	0	2	1	109*	6	7[16.7 µM]	-0.3
O=C(C1=C[C@@H](c2ccccc2)C[C@@H](OCc2ccc(CO)cc2)O1)N1CCOCC1	1&0	1&-3	-2&2	-6&-26	-13&-1	-6&10	-5	0.6
COc1ccc(/C=N/NC(N)=S)cc1OC(=O)c1ccccc1	-8	-1	.	.	3	9	0	7.8
CCC1Oc2ccccc2N(CC(=O)NCc2ccco2)C1=O (configuration not stated)	.	.	2	-20	.	-1	.	3.5
CCN(CC)C(=O)C1=C(C)N(CCCN2CCCC2=O)C(=O)C(CC(=O)NC2CC2)C1 (configuration not stated)	-3	2	1	-9	-2	13	-5	0.0
COC(=O)c1ccc(CSCC(=O)Nc2ccccc2)cc1	-6	-14	6	-8	-2	-15	.	.
O=C(NNC(=O)c1n[nH]c2ccccc12)c1ccccc1	11	2	1	-13	4	.	.	.
O=C(COC(=O)/C=C/c1ccccc1)Nc1ccc2c(c1)OCCO2	14	5	2	-13	0	8	2	14
Cc1noc(C)c1NC(=O)Nc1cccc2c1O[C@H](CN(C)CC1CC1)[C@H](C)CN([C@@H](C)CO)C2=O	.	.	4	-3	.	12	.	0.0
CCCCC(=O)N(C)c1c(CC)nc2c(OCC(=O)c3ccc(F)cc3)cccn12	3	5	3	-20	-1	-8	-5	.
CCC(=O)NC[C@@H]1[C@@H](c2ccc(-c3ccc(OC)cc3)cc2)[C@@H](CO)N1C(C)=O	.	.	-1	-13	.	6	.	0.1
CC(C)OC(=O)CSc1nnc(Cc2ccccc2)n1CC1CCCO1 (configuration not stated)	-3	-4	.	.	2	-4	-3	-0.5
OCCC1CN(Cc2cnc(N3CCOCC3)s2)CCN1C1CCCC1 (configuration not stated)	.	.	1	-8	.	.	-3	-4.1
O=C(C[C@H]1CC[C@@H](NC(=O)c2ccccc2)[C@H](CO)O1)NCc1ccncn1	-12	1	3	-2	17	2	.	0.1
CS(=O)(=O)c1ccccc1C(=O)Nc1cc2c(cc1C(=O)O)OCCCO2	-1	3	-5	-18	0	.	.	0.1
O=C1c2ccccc2/C(=C\C#Cc2ccccn2)N1c1ccccc1	2	-3	3	-25	-2	.	.	-0.2
COCC(=O)Nc1ccc2c(c1)C(=O)N(C)C[C@H](OC)[C@H](C)CN(Cc1ccncc1)[C@H](C)CO2	-6	-3	-5	-11	0	13	-8[16.7 µM]	-0.1
CCOC(=O)c1ccccc1NC(=O)Cn1cnc2c(nnn2-c2ccc(C)cc2)c1=O	-4	-7	5	1	-2	.	.	0.3
O=C(COc1ccc(Cl)cc1Br)OCC(=O)c1ccc[nH]1	0	-3	0	-17	2	1	-10	21
CCN1CCN(C(C(=O)NC2CCCCC2)c2ccnc3ccccc23)CC1 (configuration not stated)	10	-1	-2	-13	-7	16	7	3.1
COc1ccccc1C(=O)Nc1nnc(-c2ccc(F)cc2)o1	0	.	4	5	-1	18	-4	-0.1
Cc1ccc2cc(C#N)c(SCC(=O)NCc3ccco3)nc2c1	-5	1	.	.	1	0	2	.
CCCCn1c(N)c(N(CCOC)C(=O)CCS(=O)(=O)c2ccc(C)cc2)c(=O)[nH]c1=O	-2	2	-5	-8	-1	0	-6	.
CCOc1ccc(C2=Nn3c(nnc3-c3ccco3)SC2)cc1	-13	-1	.	.	9	.	-1	.
CC=Cc1ccc2n(c1=O)C[C@H]1[C@H](CO)[C@@H](C(=O)NCC(F)(F)F)N(CC3CC3)[C@@H]21 (mixture of isomers)	-7	1	0	-5	-1	.	1[16.7 µM]	0.6
COc1cc(S(=O)(=O)Nc2ccccc2N2CCCCC2)ccc1NC(C)=O	12	2	0	-10	-1	.	111*	.
COC(=O)c1cc(-c2ccccc2)n(CCN)c1C	-9	-2	.	-14	1	15	-6	0.9
CC(C)NC(=O)NNc1c(Cl)cncc1Cl	-9	4	5	-10	1	1	-9	0.4
CC(C)NC(=O)Nc1ccc2c(c1)C(=O)N([C@@H](C)CO)C[C@H](C)[C@H](CN(C)C(=O)Nc1cccc3ccccc13)O2	-1	0	3	10	10	-1	1[16.7 µM]	.
